Ecoli viability: reduces bacterial viability in AddAB counter-screen; inhibition, % at 11.9 µM; 0.27% of 330,000 active; E. coli V3065 growth, OD600 absorbance, 18 h;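 active means inhibition above the campaign's mean inhibition across all tested compounds plus 3 SD, cut at about 9.9% in these data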;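 further: uninfected addAB+ strain grown without phage in ampicillin broth; 0% = DMSO wells and 100% = ciprofloxacin 0.95 µg/ml wells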
CDK5 inh: CDK5/p35 (human) kinase inhibition. 0.01% of 330,000 active. AID 488839. Recombinant CDK5/p35, ADP-Glo luminescence, 60 min. inhibition, % at 10 µM. Q00535+Q15078;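 active means highest replicate inhibition of at least 50% and at least 75% of replicates reaching 50%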;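 further: plate controls were DMSO neutral control for no effect and GW8510 at 10 µM for full effect; many of its hits are not listed in these tables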
Target sequence (Q00535 whole entry, looked up): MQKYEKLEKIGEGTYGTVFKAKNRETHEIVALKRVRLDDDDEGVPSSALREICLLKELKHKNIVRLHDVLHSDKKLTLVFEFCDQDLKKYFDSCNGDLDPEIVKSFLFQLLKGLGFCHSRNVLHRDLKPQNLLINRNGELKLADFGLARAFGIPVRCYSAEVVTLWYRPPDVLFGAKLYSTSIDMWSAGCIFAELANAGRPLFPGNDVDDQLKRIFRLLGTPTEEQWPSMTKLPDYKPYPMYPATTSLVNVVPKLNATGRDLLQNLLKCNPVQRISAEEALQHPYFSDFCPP
Target sequence (Q15078 whole entry, looked up): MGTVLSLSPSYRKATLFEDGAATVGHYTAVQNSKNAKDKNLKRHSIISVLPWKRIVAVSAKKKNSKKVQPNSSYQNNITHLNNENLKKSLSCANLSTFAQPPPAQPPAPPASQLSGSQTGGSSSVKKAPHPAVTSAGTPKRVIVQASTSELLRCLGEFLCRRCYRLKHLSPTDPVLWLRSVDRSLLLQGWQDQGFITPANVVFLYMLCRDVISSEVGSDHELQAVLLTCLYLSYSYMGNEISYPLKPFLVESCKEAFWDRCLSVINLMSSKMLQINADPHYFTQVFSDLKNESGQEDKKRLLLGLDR
phage Ecoli inh: E. coli growth loss with phage present; 0.26% of 360,000 active; inhibition, % at 11.9 µM; growth absorbance; in the data active means inhibition above about 11%
Tat transport: blocks Tat-dependent protein export in E. coli; inhibition, % at 10 µM; E. coli MC4100 TorA-mCherry Tat export, fluorescence; 0.036% of 340,000 active;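 active means mean replicate inhibition at least 50% and at least half of replicates individually reaching 50%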;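 further: exported cargo escapes ClpAP degradation while cytoplasmic cargo is degraded and loses fluorescence; 0% = median of neutral control wells and 100% = median of NaSCN control wells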
PKA-R2B activ: PKA-R2B complex activation; P22694+P31323; PKA-R2B holoenzyme dissociation, Cy5-IP20 fluorescence polarization; R2B truncated from residue 108, S112A mutant; 0% DMSO only, 100% 113 µM cGMP; activation, % at 11.4 µM; 0.079% of 340,000 active; AID 504700;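 active means activation above a cutoff set at the mean over all compounds plus 3 SD, cut at about 18% in these data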;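 further: higher means more holoenzyme dissociation and a rise in polarization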
Target sequence (P31323 whole entry, looked up, other chains not shown, the tested form may be a part): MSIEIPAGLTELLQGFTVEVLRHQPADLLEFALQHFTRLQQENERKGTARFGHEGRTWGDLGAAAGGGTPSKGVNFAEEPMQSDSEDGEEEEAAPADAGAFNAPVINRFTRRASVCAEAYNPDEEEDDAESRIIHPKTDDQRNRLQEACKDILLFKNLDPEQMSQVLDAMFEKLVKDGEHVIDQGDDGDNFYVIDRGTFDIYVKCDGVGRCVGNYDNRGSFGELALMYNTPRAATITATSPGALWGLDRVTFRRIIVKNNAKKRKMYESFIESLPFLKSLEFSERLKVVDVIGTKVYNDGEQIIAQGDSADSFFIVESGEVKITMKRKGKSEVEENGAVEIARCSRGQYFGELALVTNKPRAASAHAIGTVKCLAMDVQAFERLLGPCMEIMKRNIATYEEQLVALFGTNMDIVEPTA
PKA-R1A activ: activators of PKA-R1A complex. P00514+P68181. PKA-R1A dissociation, Cy5-IP20 fluorescence polarization; scaled: DMSO 0%, 113 µM cGMP 100%. activation, % at 11.4 µM. 0.083% of 340,000 active. AID 504707;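 active means percent activation above the mean of all tested compounds plus 3 SD, cut at about 19% in these data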;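 further: higher means more PKAc released from R1A so a rise in polarization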
HTR5A inv ag: counter-screen for OPRM1-OPRD1 inverse agonists: human HTR5A inverse agonism | P47898 | HTR5A cell line, luminescence | inhibition, % at 9.3 µM | 0.083% of 340,000 active | AID 504634; in the data active means inhibition mostly above about 23%, no sharp cut-off; inactive means mostly below about 18%;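 further: 0% = cells with DMSO and 100% = no-cell wells with DMSO; some compounds called inactive have numbers as strong as hits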
AddAB inh: less growth of phage-infected E. coli with AddAB | E. coli expressing H. pylori AddAB, absorbance growth | inhibition, % at 11.9 µM | 0.29% of 330,000 active | AID 435030; in the data active means inhibition above about 12%;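 further: 0% = vehicle wells of infected cells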
DAGLB inhibitor: blocks human DAGLB lipase activity | Q8NCG7 | HEK293T DAGLB membrane lysate, EnzChek fluorogenic substrate | inhibition, % at 5.17 µM | 0.059% of 340,000 active; in the data active means inhibition above about 34%;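 further: 0% = enzyme with vehicle and 100% = wells lacking enzyme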
SUMO Mot1 rescue: SUMOylation pathway inhibition by Mot1-301 growth rescue; growth rescue, % at 18.8 µM; 1% of 320,000 active; AID 2716; S. cerevisiae Mot1-301 growth rescue, ATP luminescence, 38.5C; percent above DMSO median, 100 means doubled;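 active means every valid replicate shows activation above 250% relative to neutral control wells; inactive means the rest, any valid replicate at or below 250%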;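 further: OY570 slx delta 5 strain wells were the positive control but not used for scaling; some compounds called inactive have numbers as strong as hits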
HTR5A ag: HTR5A agonism, opioid heterodimer counter-screen; P47898; 0.61% of 340,000 active; activation, % at 9.3 µM; HTR5A agonist assay, luminescence, cell-based; in the data active means activation mostly above about 9.5%, no sharp cut-off; inactive means mostly below about 7.6%;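 further: 0% = cells with vehicle only and 100% = reference agonist; strong numbers were not always called active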
* = called active by the depositor; i = inactive; nt = not tested or not shown.

Start of the listing, in advance:
Each structure is followed by: Ecoli viability, CDK5 inh, phage Ecoli inh, Tat transport, PKA-R2B activ, PKA-R1A activ, HTR5A inv ag, AddAB inh, DAGLB inhibitor, SUMO Mot1 rescue, HTR5A ag
- Nc1nc(SCC(=O)Nc2cc(Cl)c(Cl)cc2Cl)n[nH]1
 : -2.8, 1.4, 3.8, -8.1, -0.3, -0.5, -8.0, -0.8, -1.4, 3.9, 2.2
- C[C@H]1CN([C@@H](C)CO)C(=O)c2cccc(NC(=O)c3cnccn3)c2O[C@@H]1CN(C)S(=O)(=O)c1ccc(F)cc1
 : -2.4, 2.6, nt, 11.4, -1.4, 0.4, -13.0, 2.6, -1.9, -3.2, 4.8

The list itself (from the top)
Each structure is followed by: Ecoli viability, CDK5 inh, phage Ecoli inh, Tat transport, PKA-R2B activ, PKA-R1A activ, HTR5A inv ag, AddAB inh, DAGLB inhibitor, SUMO Mot1 rescue, HTR5A ag
- Nc1nc(SCC(=O)Nc2cc(Cl)c(Cl)cc2Cl)n[nH]1
 : -2.8, 1.4, 3.8, -8.1, -0.3, -0.5, -8.0, -0.8, -1.4, 3.9, 2.2
- C[C@H]1CN([C@@H](C)CO)C(=O)c2cccc(NC(=O)c3cnccn3)c2O[C@@H]1CN(C)S(=O)(=O)c1ccc(F)cc1
 : -2.4, 2.6, nt, 11.4, -1.4, 0.4, -13.0, 2.6, -1.9, -3.2, 4.8
- COc1cc(/C=N/NC(=O)CNC(=O)c2ccc3c(c2)OCCO3)ccc1O
 : 1.4, 0.0, 2.7, -3.9, 3.2, -8.6, 17.9, -0.3, -1.5, 3.0, -0.2
- Cc1ccc(S(=O)(=O)NC(=O)Nc2cc(C)ccc2F)cc1
 : 1.7, 1.2, 2.5, 1.8, 8.2, 2.0, -9.9, 1.6, -3.1, 32.7, 5.3
- CCCCN(CCCC)S(=O)(=O)c1ccc(NS(=O)(=O)c2ccc(NC(C)=O)cc2)cc1
 : -1.9, 4.0, nt, 7.3, 4.3, -1.1, -4.0, 1.6, -3.5, 0.3, -1.2
- O=C(OCC#Cc1c(COC(=O)c2ccccc2)nnn1Cc1ccccc1)c1ccccc1
 : -1.9, -0.4, 1.9, -1.0, 2.8, -5.6, -41.9, 2.1, -8.0, -6.7, 0.5
- CCCC(C)NC(=O)c1cc(S(=O)(=O)N2CCCCCC2)ccc1OC (stereo unspecified)
 : 1.1, 1.1, 0.8, -1.6, -8.2, -10.9, 16.1, 2.9, -0.6, -16.1, -6.5
- Cc1ccc(/C=N/n2nnnc2N)o1
 : -2.2, 1.2, 0.6, -8.2, -0.1, -0.3, -2.1, 0.7, 0.3, -8.7, -0.7
- COc1ccc(CN(CC(=O)NCc2ccc(F)cc2)C(=O)CCC(=O)Nc2nccs2)cc1
 : 0.8, 0.1, 1.4, 0.7, 6.0, -2.4, 6.0, 2.2, 2.1, -0.5, -2.3
- Cc1nn(C)c(C)c1S(=O)(=O)N1CCC(CO)(CC2CCCCO2)CC1 (stereo unspecified)
 : 2.7, -1.1, 1.1, 3.4, 8.0, -3.4, 4.7, 0.4, -0.2, -3.9, -1.9
- CS(=O)(=O)c1ccc2c(c1)sc1nc(=O)c(/C=C3/C=CC(=O)C(O)=C3)c(N)n12
 : -2.1, 0.0, 0.1, -2.8, -5.0, -5.8, -1.5, -2.9, 15.6, -2.0, -4.0
- CC1(C)OC(C)(C)/C(=C\c2ccc(OCC(N)=O)cc2)C1=O
 : -2.9, -1.2, 2.9, -7.2, -11.1, 3.8, 1.3, -0.1, 1.0, -3.5, -0.5
- O=C(COc1cccc2ccccc12)N/N=C/c1ccncc1
 : -0.2, 3.4, 4.3, -2.1, -13.9, 0.9, -22.1, 0.5, 0.3, 323.9, 1.1
- CN1C(=O)N(c2ccccc2)C(Nc2nncs2)C1(C)C (stereo unspecified)
 : -0.1, -0.7, 2.0, 3.9, -0.6, -5.1, 13.9, 3.4, 2.4, -1.6, 3.8
- COc1cc(C2NC(=O)c3ccccc3O2)ccc1OC(C)C (stereo unspecified)
 : 2.3, 1.6, 1.5, 9.7, -4.9, -3.9, 0.0, -0.7, -0.7, -2.0, 0.0

Further compounds:
Each structure is followed by: Ecoli viability, CDK5 inh, phage Ecoli inh, Tat transport, PKA-R2B activ, PKA-R1A activ, HTR5A inv ag, AddAB inh, DAGLB inhibitor, SUMO Mot1 rescue, HTR5A ag
- C/C(=N\NC(=O)CSc1nc(C)[nH]c1[N+](=O)[O-])c1ccc(F)cc1
 : -1.2, 0.2, 0.9, -4.2, -1.4, -10.8, -5.8, 1.9, -0.9, 22.1, 1.6
- CC(=O)c1ccccc1NC(=O)COC(=O)c1c(C)nn(-c2ccccc2)c1C
 : 0.3, -2.3, -0.8, 0.7, 1.8, 5.3, 12.8, -1.6, -6.0, 54.3, 6.5
- O=C(Nc1ccccc1-c1nc2ccccc2s1)c1cccnc1Cl
 : 2.7, -1.3, 0.3, -6.7, -3.9, 2.9, 5.5, 2.8, -4.5, 17.4, 0.0
- O=C(COc1ccc([N+](=O)[O-])cc1)Nc1ccccc1N1CCCC1
 : 3.0, -6.2, 2.7, -10.4, 3.6, 13.0, 3.6, 2.4, -18.5, -2.0, -1.5
- CS(=O)(=O)N1CCC(C(=O)Nc2cccc(Cl)c2Cl)CC1
 : 0.2, 1.2, 1.9, 3.8, -4.7, -5.5, 18.3, 1.0, 1.2, i, -4.9
- O=C(CN1C(=O)C2C3C=CC(C4CC34)C2C1=O)Nc1cnc2ccccc2c1 (stereo unspecified)
 : -1.1, 0.9, 2.3, -0.7, 4.3, 4.6, -0.7, 4.8, 2.1, 10.6, -0.2
- Cn1nc(C(F)(F)F)c(-c2ccc(Br)cc2)c1NC(=O)c1nccnc1C(=O)O
 : -2.2, 3.4, -1.2, -0.1, -10.7, 8.4, -8.7, 2.1, -0.8, -6.8, -1.5
- CC1CCc2c(sc3ncn(CCO)c(=O)c23)C1 (stereo unspecified)
 : -2.1, -1.0, 3.8, -9.0, 1.7, -3.1, -7.9, 0.0, -1.8, -11.2, 2.9
- CN(C)S(=O)(=O)c1ccc2c(c1)nc(CCC(=O)NCc1ccc(Cl)cc1)n2C
 : -3.5, -0.2, 3.1, 0.0, 1.1, -0.2, -5.3, -1.9, -5.3, 0.8, 6.3
- CCOc1ccc(OCCC(=O)Nc2ccc3c(c2)OCO3)cc1
 : -1.1, 0.9, 2.5, 8.3, 5.4, 9.9, 6.4, 0.2, -2.4, 0.0, -2.6
- CCCn1nnnc1NC(=O)c1cc(Cl)ccc1Cl
 : -4.7, -0.3, -4.0, 4.6, 6.5, 1.4, -24.7, -7.4, 0.3, -0.9, 9.8
- CC(C)(C)C1=NN=C2c3ccccc3C(=O)C21 (stereo unspecified)
 : 1.7, 0.6, 1.3, -1.7, 7.6, -1.1, 10.6, 3.8, 0.3, 675.0*, -2.9
- Cn1c2ccccc2c(=O)c2ccc(C#CC3(N)CCCCC3)cc21
 : -1.6, 1.8, 1.3, -3.3, -0.6, -5.9, -24.1, -2.1, 2.1, 6.4, -2.8
- CC1(C(=O)NCc2ccccc2)Oc2ccccc2NC1=O (stereo unspecified)
 : 2.3, -0.8, 0.9, 3.7, -6.7, 5.0, -19.1, 1.1, -0.4, 3.3, -1.1
- Cc1c(Cl)cccc1NC(=O)c1cc(-c2ccco2)on1
 : 0.2, 1.2, 3.3, 4.3, -5.6, 7.7, -7.5, -1.2, -6.4, 8.1, 1.3

Other results
Each structure is followed by: Ecoli viability, CDK5 inh, phage Ecoli inh, Tat transport, PKA-R2B activ, PKA-R1A activ, HTR5A inv ag, AddAB inh, DAGLB inhibitor, SUMO Mot1 rescue, HTR5A ag
- COc1ccc(Nc2nnc(SCC(=O)/C=C3/N(C)c4ccccc4C3(C)C)s2)cc1
 : -0.3, 0.3, 0.1, 8.0, -6.6, -7.8, 10.3, 2.7, 3.0, 59.9, -3.0
- Cn1c(CO)cnc1SCc1c(Cl)cccc1Cl
 : -1.4, -13.4, 1.4, -7.1, -1.5, 6.2, -15.2, 0.2, -1.5, -0.9, 6.4
- O=C1[C@H](Cc2ccccc2)NCCCC[C@@H](c2ccco2)N1Cc1ccccc1
 : nt, 2.9, 3.0, 4.0, -15.6, -4.5, 5.3, nt, -1.6, nt, -2.0
- O=C(O)/C=C\C(=O)Nc1ccc(F)c(F)c1F
 : 0.3, -0.5, 2.4, 1.9, 4.6, 8.9, -2.4, 1.5, 0.3, 6.6, 2.7
- Cc1ccc(CNc2nc(-c3cccnc3)nc3ccccc23)cc1
 : -0.1, 1.5, 2.6, 3.4, -10.7, -4.4, -8.9, 2.7, -2.2, -28.2, 3.3
- Cc1ccc(C(CC(=O)O)C2CCOC(C)(C)C2)cc1 (stereo unspecified)
 : 2.2, -0.9, 3.4, 4.8, -5.3, -4.3, -2.7, 1.6, -4.1, -11.7, -3.6
- COc1ccc(-n2c(Cn3nnc4ccccc43)nnc2SCC(=O)O)cc1
 : -0.8, -1.6, 4.5, 6.1, -8.7, 0.7, -0.1, 1.3, 0.4, -4.5, -1.8
- COC(=O)c1c(C)[nH]c(C)c1-c1ccc([N+](=O)[O-])cc1
 : -0.1, -1.0, 2.9, -9.3, -2.4, 1.5, 14.0, 4.8, -0.2, 2.9, -5.7
- CCn1nnnc1SCC(=O)N1CCCCC1
 : 2.6, 0.8, 1.1, -2.5, -6.7, -1.4, -20.4, 0.1, 0.2, 144.2, 4.9
- COc1ccc(S(=O)(=O)N(C)c2ccc(C(=O)NCc3ccccn3)cc2)cc1
 : 0.5, 0.2, 3.2, 4.4, -1.0, 2.5, -0.8, 4.7, -1.5, 306.2, 5.7
- NC(=O)C1CCN(C(=O)COc2cccc3ccccc23)CC1
 : -0.7, -1.5, 3.5, 1.5, -0.8, 1.0, 10.6, 0.2, 1.5, 3.4, 4.4
- Cc1c(C(=O)Nc2nc(-c3ccccn3)cs2)oc2ccccc12
 : -3.2, -0.2, nt, -1.0, 2.7, 2.9, 10.8, -1.9, -1.8, 46.9, 1.8
- CC(C)Oc1ccc(S(=O)(=O)N2CCOCC2)cc1NC(=O)C1CSC2(C)CCC(=O)N12 (stereo unspecified)
 : 0.5, 0.1, 4.1, -6.9, -8.0, 1.7, -15.1, 1.7, -1.1, 6.8, 5.6
- CC(C)c1nnc(N2C(=O)c3oc4ccccc4c(=O)c3C2c2ccco2)s1 (stereo unspecified)
 : -0.5, -0.1, 2.0, -2.3, -10.7, -4.8, -8.3, 0.7, -1.5, -7.1, -1.8
- Cc1cn(CC(=O)NCCc2c[nH]c3ccccc23)c(=O)[nH]c1=O
 : nt, -0.6, 2.0, -0.6, 1.4, 0.6, 8.7, nt, 2.8, nt, -2.3
- COC(=O)c1ccc(COc2ccc(/C=N/Nc3nc(C)cc(=O)[nH]3)cc2)cc1
 : -3.1, -7.7, 2.8, 14.9, -9.3, -5.2, 3.9, 0.5, 0.5, 75.0, -1.9

Source: PubChem BioAssay (several laboratories)

Rows are unselected; any-hit rate near 2.3%.
